Screening data: PubChem BioAssay, several laboratories
Calpain2 inh – inhibitors of pig calpain II | purified calpain II, fluorogenic peptide substrate, 30 min | inhibition, % at 16 µM | 220,000 tested, 0.37% active | AID 1236;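 active = inhibition above about 50%, limit read from the data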
Furin inhibitor – blocks human furin protease activity. AID 463115. purified furin, fluorogenic substrate cleavage. inhibition, % at 30 µM. P09958. 220,000 tested, 0.061% active; in the data active = inhibition above about 25%; also: inactives centre near -15
Target sequence (P09958 108-714 limits assumed): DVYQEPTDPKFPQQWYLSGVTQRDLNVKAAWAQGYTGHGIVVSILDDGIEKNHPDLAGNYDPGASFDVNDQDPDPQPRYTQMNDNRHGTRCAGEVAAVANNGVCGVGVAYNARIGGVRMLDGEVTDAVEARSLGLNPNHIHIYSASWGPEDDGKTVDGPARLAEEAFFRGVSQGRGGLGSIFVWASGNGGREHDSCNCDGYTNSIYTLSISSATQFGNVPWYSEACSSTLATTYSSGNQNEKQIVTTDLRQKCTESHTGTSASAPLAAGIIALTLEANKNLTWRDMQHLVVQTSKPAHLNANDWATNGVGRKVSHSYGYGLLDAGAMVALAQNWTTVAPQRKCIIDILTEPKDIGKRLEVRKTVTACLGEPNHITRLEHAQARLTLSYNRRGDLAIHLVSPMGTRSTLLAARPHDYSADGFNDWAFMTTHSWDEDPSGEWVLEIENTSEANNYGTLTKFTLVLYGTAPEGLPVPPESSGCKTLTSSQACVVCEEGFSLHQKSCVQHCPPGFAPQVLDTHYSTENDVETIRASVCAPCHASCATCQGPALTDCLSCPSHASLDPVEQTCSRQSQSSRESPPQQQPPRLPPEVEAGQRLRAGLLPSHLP
Tb hexokinase – blocks Trypanosoma brucei hexokinase 1 activity; recombinant TbHK1, G6PDH-coupled NADH A340; inhibition, % at 10 µM; 220,000 tested, 0.11% active;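 active = inhibition of 50% or more in the single-dose primary screen; inactive = inhibition below 50%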
EBV gp42 inh – blocks Epstein-Barr virus glycoprotein 42 binding. 220,000 tested, 0.42% active. inhibition, % (tested at 21.74 µM). Fluorescence polarization binding assay, mP read-out. Q1HVG2; in the data active = inhibition above about 50%
Target sequence (Q1HVG2 whole entry, looked up): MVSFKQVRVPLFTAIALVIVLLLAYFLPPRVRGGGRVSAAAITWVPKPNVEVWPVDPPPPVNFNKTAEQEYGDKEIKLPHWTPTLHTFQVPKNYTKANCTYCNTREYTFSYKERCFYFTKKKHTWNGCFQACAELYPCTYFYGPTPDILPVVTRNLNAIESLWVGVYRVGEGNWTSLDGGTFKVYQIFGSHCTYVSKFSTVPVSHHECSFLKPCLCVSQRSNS
PPC-1+TRAIL kill – PPC-1 cancer cell killing with TRAIL present; PPC-1 cells + TRAIL, ATPLite viability luminescence; AID 1443; 220,000 tested, 0.41% active; cell killing (% activity), % at 4 µM;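 active = cell killing above 50% in the first pass at 4 µM, then a duplicate retest at 5 µM averaging 50% or more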;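 also: plate controls were cells with TRAIL plus DMSO for no effect and medium-only wells lacking cells for full effect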
Cl transport mod – modulates chloride dependent transport by human KCC2; B-score of Tl+ flux slope (higher = more flux/activation; lower = inhibition) at 10 µM; 190,000 tested, 2.2% active; KCC2 cells, thallium flux FluoZin-2 fluorescence;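 active = thallium flux slope and its plate-corrected score both differing from the plate sample mean at a set confidence after two filtering rounds, in either direction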;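 also: slope of fluorescence scaled to starting intensity during 10 to 20 s after thallium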
Thrombin inh – blocks human thrombin protease activity; P00734; alpha-thrombin, Boc-VPR-AMC fluorogenic substrate cleavage; inhibition, % at 5 µM; 220,000 tested, 0.26% active; AID 1046;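 active = inhibition at or above 40%; inactive = inhibition below 40%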;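 also: 0% = enzyme with no compound and 100% = wells without enzyme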
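System: Human alpha-thrombin protein | Medium: pH 7.5 Tris (50 mM) with NaCl 150 mM, Tween 20 0.05% | Times: Enzyme reaction carried out at room temperature | Detection: AMC fluorescence, 355/460 nm | Evaluation: Percent inhibition scaled between no-compound controls and no-enzyme blanks | Benchmarks: Enzyme without compound as high, wells lacking enzyme as low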
TRPML3 ag – agonists of human TRPML3 channel; Q8TDD5; HEK293 TRPML3-YFP, Fluo-8 calcium fluorescence; 100% = the carbachol control signal; activation, % at 3 µM; 220,000 tested, 0.29% active;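 active = activation above its plate's cutoff, the mean activation of the plate's test wells plus 3 SD, cut at about 12% in these data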;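 also: 0% = DMSO only wells and 100% = carbachol wells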
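Material: HEK293 cells stably carrying human TRPML3-YFP; compound dosing: single dose, 3 µM final nominal compound, 0.3% DMSO final; incubation: 1-h 37 °C dye load, 5-s basal, 120-s post-compound reads; technique: Fluo-8 intracellular calcium fluorescence, excitation 470-495 nm, emission 515-575 nm; read-out basis: percent activation from peak-to-basal fluorescence ratio, scaled between DMSO and carbachol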
zfTRPN1 agonist – activates the zebrafish TRPN1 channel; activation, % at 3 µM; AID 1424; 220,000 tested, 0.18% active; HEK293 zebrafish TRPN1-YFP, Fluo-8 calcium fluorescence; 100% = response to 87 µM carbachol;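 active = activation above its plate's cutoff, the mean activation of test wells on that plate plus 3 SD, cut at about 19% in these data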;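 also: 0% = DMSO alone and 100% = 87 µM carbachol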
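Material: zebrafish TRPN1-YFP in HEK293 cells. Doses: one dose of 3 µM, 0.3% DMSO. Incubation: dye 1 h 37 °C plus 30 min RT. Measured by: intracellular calcium fluorescence with Fluo-8.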
Starred values were filed as active, the others as inactive; i = inactive; . = not tested or not shown; [ ] = another dose, or the depositor's remark.

Sample of the layout:
SMILES	Calpain2 inh	Furin inhibitor	Tb hexokinase	EBV gp42 inh	PPC-1+TRAIL kill	Cl transport mod	Thrombin inh	TRPML3 ag	zfTRPN1 agonist
Cc1nn(C(C)C(=O)c2cccc(Cl)c2)c(C)c1[N+](=O)[O-] (stereo not drawn)	-16	-15	1	4	-1	-0.098	-3	0.2	0.0
Cc1ccc(NS(=O)(=O)c2cccc(C(=O)O)c2)c(C)c1	-38	-3	-4	-12	-17	.	-7	0.0	-0.8
Cc1cc2c(c(=O)o1)C(c1ccc([N+](=O)[O-])o1)C(C#N)=C(N)O2 (stereo not drawn)	21	-6	-24	-2	15	-0.98	-6	1.0	2.8
Cc1ccc(NC(=O)c2sc3nc4c(c(-c5ccco5)c3c2N)CCC4)cc1	-265	-13[20 µM]	-19	9	-2	0.64	-13	-0.9	-0.7
CNC(=O)CC1C(=O)N(c2ccc(OC)cc2)C(=S)N1NC(=O)c1cccc(F)c1 (stereo not drawn)	18	-14	-9	-10	12	-0.057	6	-0.3	-0.7

Results, from the first entry:
SMILES	Calpain2 inh	Furin inhibitor	Tb hexokinase	EBV gp42 inh	PPC-1+TRAIL kill	Cl transport mod	Thrombin inh	TRPML3 ag	zfTRPN1 agonist
Cc1nn(C(C)C(=O)c2cccc(Cl)c2)c(C)c1[N+](=O)[O-] (stereo not drawn)	-16	-15	1	4	-1	-0.098	-3	0.2	0.0
Cc1ccc(NS(=O)(=O)c2cccc(C(=O)O)c2)c(C)c1	-38	-3	-4	-12	-17	.	-7	0.0	-0.8
Cc1cc2c(c(=O)o1)C(c1ccc([N+](=O)[O-])o1)C(C#N)=C(N)O2 (stereo not drawn)	21	-6	-24	-2	15	-0.98	-6	1.0	2.8
Cc1ccc(NC(=O)c2sc3nc4c(c(-c5ccco5)c3c2N)CCC4)cc1	-265	-13[20 µM]	-19	9	-2	0.64	-13	-0.9	-0.7
CNC(=O)CC1C(=O)N(c2ccc(OC)cc2)C(=S)N1NC(=O)c1cccc(F)c1 (stereo not drawn)	18	-14	-9	-10	12	-0.057	6	-0.3	-0.7
Cc1noc(/C=C/c2ccco2)c1S(=O)(=O)N1CCC(C(=O)N2CCc3ccccc3C2)CC1	-255	-16	-12	-38	1	-0.53	-1	0.1	2.5
CCOC(=O)C(=O)Nc1ccccc1C(=O)OCC	-23	-24	-11	3	.	-0.044	2	0.2	0.1
O=S(=O)(Nc1ncnc2sc3c(c12)CCC3)c1ccc(Cl)s1	-73	-19	-7	-12	-9	.	12	0.4	0.7
Cc1cc(C)c(C#N)c(SCC2COc3ccccc3O2)n1 (stereo not drawn)	-9	-14	3	-18	3	-1.9	1	0.0	0.6
O=C(CCC(=O)Nc1ccccc1Cl)NNC(=O)c1ccco1	1	-26	11	-16	6	0.31	4	0.2	-0.9
CC(C)[C@H](NC(=O)c1ccccc1)C(=O)O	1	0	6	4	2	0.23	4	0.4	-0.6
COc1ccc(NC(=O)COC(=O)Cn2cnc3ccccc3c2=O)cc1OC	-10	-22	-5	-10	13	-0.4	-4	1.0	1.1
O=C(Nc1ccc(Oc2ncnc3cc(Cl)ccc23)nc1)c1ccc(F)cc1	3	-17	-4	-15	5	0.91	3	1.0	0.1
CC(C)Cn1c(SC(C)C(=O)Nc2ccc(N3CCOCC3)cc2)nc2ccccc21 (stereo not drawn)	-21	-18	-8	2	20	-0.76	-6	-0.6	1.1
CCN1CCCC1CNC(=O)Cn1cnc2sc(C)c(S(=O)(=O)N3CCC(C)CC3)c2c1=O (stereo not drawn)	7	-17[20 µM]	1	1	4	0.075	-7	0.0	-0.4
COc1cc([N+](=O)[O-])ccc1NC(=O)CSc1nc2ccccc2n1-c1ccccc1	-30	-4	21	0	25	0.7	-7	0.6	-2.0
O=C(COC(=O)C1=Cc2ccccc2OC1)NCc1ccco1	-31	-23	-12	-9	18	-2	1	0.3	0.2
COC(CNC(=O)C1CC(=O)N(CCc2ccccc2)C1)OC (stereo not drawn)	22	-11[20 µM]	-3	-9	-6	0.067	-5	0.3	-0.8
Cc1c(Cl)cccc1NC(=O)CCC(=O)N/N=C/c1ccc[nH]1	-17	-19	-13	1	-4	-0.026	-9	0.2	-0.2
CC(C)Cc1nc(N2CCOCC2)c(C#N)c2c1COC(C)(C)C2	i	-31	-11	-9	-4	.	-6	0.5	-1.6
CCOc1ccc(NS(=O)(=O)c2ccc3[nH]cc(C(=O)NCCOC)c(=O)c3c2)cc1	-29	-30	-8	-18	.	-0.0006	-5	-0.4	0.3
CCOC(=O)NC(Nc1ccc(C)cn1)(C(F)(F)F)C(F)(F)F	-8	-22	8	-16	-14	0.28	0	0.0	0.9
C(=C\c1nnc(-c2cccs2)o1)/c1ccccc1	-55	-14[20 µM]	-37	11	22	-0.91	-3	-1.5	-1.4
Cn1ncc2c(c(SCc3ccc(Cl)cc3Cl)nn2C)c1=O	3	-17	-7	-6	3	1.1	-3	0.1	0.5
O=C(COc1ccc2ccc(=O)oc2c1)N1CCN(c2ccccc2)CC1	-153	-29	-18	-12	24	-0.86	-7	0.6	1.1
O=C1N/C(=N\c2ccccn2)SC1Cc1ccccc1Cl (stereo not drawn)	19	-3	-17	-13	24	.	11	0.6	2.3
Cc1ccc(CS(=O)(=O)CCC(=O)NCCN2CCCC2)cc1	5	-20	-4	-11	-3	.	-1	-0.7	0.9
COC(=O)c1sc(NC(=O)c2ccoc2C)nc1C	-13	-10[20 µM]	-6	-12	15	-1.2	1	0.8	0.3
N#Cc1cc2cc3c(cc2nc1NCCNC(=S)NCCCN1CCOCC1)OCO3	-354	-5	5	-3	10	.	20	0.3	-1.2
O=C(c1ccc(F)cc1)c1c[nH]c(C(=O)NCc2ccco2)c1	-21	-11[20 µM]	0	-1	1	.	-3	-0.9	-0.4

2 compounds picked at random from those above:
SMILES	Calpain2 inh	Furin inhibitor	Tb hexokinase	EBV gp42 inh	PPC-1+TRAIL kill	Cl transport mod	Thrombin inh	TRPML3 ag	zfTRPN1 agonist
O=C(c1ccc(F)cc1)c1c[nH]c(C(=O)NCc2ccco2)c1	-21	-11[20 µM]	0	-1	1	.	-3	-0.9	-0.4
O=C(COC(=O)C1=Cc2ccccc2OC1)NCc1ccco1	-31	-23	-12	-9	18	-2	1	0.3	0.2

(next part)
SMILES	Calpain2 inh	Furin inhibitor	Tb hexokinase	EBV gp42 inh	PPC-1+TRAIL kill	Cl transport mod	Thrombin inh	TRPML3 ag	zfTRPN1 agonist
Cn1cc(/C(Cc2ccccc2)=N\O)c2ccccc21	-7	-17	6	-4	22	0.52	-3	-0.2	-0.8
O=C(Cn1cncn1)N/N=C/c1ccccc1O	-168	-18	-14	-9	1	0.57	-5	0.1	2.6
O=C(CCC(=O)Nc1nnc(C2CCCCC2)s1)NCc1cccs1	15	-11	-5	5	6	.	9	0.3	0.2
O=C1CN(C(=O)/C=C/c2ccco2)c2ccccc2N1	-8	-8	-9	-2	18	0.37	-6	0.6	-0.6
CCOC(=O)c1c(NC(=O)c2ccc(C)cc2)sc2c1CC(C)(C)OC2	-56	-23[20 µM]	-14	-2	13	0.092	-11	0.5	-1.6
Cc1ccc(C)c(/C=N/Nc2ccccn2)c1	11	-11	-12	-5	13	1.4	3	0.6	-1.1
CCN1C(=O)C(CC(=O)Nc2ccc(OC)cc2)N(Cc2ccco2)C1=S (stereo not drawn)	17	15	8	1	0	-0.0086	-4	0.2	0.6
Cc1cc(C)n(CC(=O)c2cccc(N)c2)n1	3	-20	-6	-12	2	-1	5	0.5	1.4
CC(C)Sc1nnc(CNC(=O)C23CC4CC(CC(C4)C2)C3)n1C1CCCCC1	-9	-11	-6	8	11	-0.14	-4	0.0	0.7
Cn1cc([N+](=O)[O-])c(C(=O)Nc2ccc3c(c2)OCCO3)n1	-10	6[20 µM]	4	-24	13	.	2	0.2	-1.3
CCCOc1ccc(-c2nnn(CC(=O)N3CCC(C)CC3)n2)cc1	20	-9[20 µM]	1	-6	-10	0.057	2	1.0	-0.1
CCCCN(C)CCNC(=O)Cn1ncc2c(=O)oc3ccc(C)cc3c21	-10	-28	0	-8	-3	.	-8	0.0	1.8
CCOC(=O)C1CCN(c2nc3ccccc3nc2C(C#N)C(=O)OC(C)COC)CC1 (stereo not drawn)	-28	-16	1	-8	13	-0.52	4	1.7	0.1
CNC(=O)COC(=O)/C=C/c1nc2ccccc2s1	16	-21	-13	-10	.	-0.74	-5	0.9	1.0
Cc1ccc(Oc2nc3c(c(=O)n(Cc4ccccc4F)c(=O)n3C)n2C)cc1	-12	-20[20 µM]	6	-8	5	0.04	3	1.0	0.4

Copied from the list.
In EBV gp42 inh, COc1cc([N+](=O)[O-])ccc1NC(=O)CSc1nc2ccccc2n1-c1ccccc1 reads 0
In TRPML3 ag, Cc1cc(C)n(CC(=O)c2cccc(N)c2)n1 reads 0.5
In Furin inhibitor, COC(=O)c1sc(NC(=O)c2ccoc2C)nc1C reads -10[20 µM]

(next part)
SMILES	Calpain2 inh	Furin inhibitor	Tb hexokinase	EBV gp42 inh	PPC-1+TRAIL kill	Cl transport mod	Thrombin inh	TRPML3 ag	zfTRPN1 agonist
COc1ccc(-c2ncn(CCC#N)c2[N+](=O)[O-])cc1	9	-6	-10	-15	19	0.46	-24	0.2	0.8
CC(C)(C)NCC(O)COCc1ccc(Cl)cc1 (stereo not drawn)	6	-11[20 µM]	-2	5	12	0.62	-2	0.7	-1.1
O=C(CSc1nnc(Cn2nnc(-c3ccccc3)n2)n1-c1ccccc1)Nc1ccc(F)cc1	35	-21[20 µM]	-12	9	6	-0.64	69*	-0.8	-0.6
CCCCc1nc2ccccc2c(=O)n1NC(=O)c1c(O)c2ccccc2n(C)c1=O	-269	-29	-17	5	.	0.44	12	-0.3	-0.2
O=C(O)C(Cc1ccccc1-c1ccccc1)C(=O)O	-22	-30	-2	-16	22	.	-2	0.7	3.1
Cc1ccc(OCC(=O)N/N=C\c2ccc(O)c([N+](=O)[O-])c2)c([N+](=O)[O-])c1	-34	-39	-23	-17	2	0.11	-1	0.7	0.5
COc1ccc(CCNC(=O)c2cc(-c3ccc(C)cc3O)n[nH]2)cc1OC	-64	-23[20 µM]	-27	-15	17	-0.82	-2	-0.9	-0.4
CC(C)CNC(=O)c1cccc(NC(=O)C(C)C)c1	2	-14	3	-13	-11	0.0032	2	1.0	1.8
C=CCn1c(C)cc(-c2csc(NC)n2)c1C	-69	-23	-5	31	-18	1.3	-10	0.9	0.2
CC(C)(C)c1n[nH]c(=S)n(/N=C/c2cccs2)c1=O	29	-14	-17	-3	-4	2.8	14	0.3	-1.6
CCOc1ccc(NC(=O)C2CC(=O)N(CC)C(=Nc3ccc4c(c3)OCO4)S2)cc1 (stereo not drawn)	-8	-3[20 µM]	1	-6	33	1	-5	0.7	0.0
COc1ccc(CNC(=O)CNS(=O)(=O)c2ccc(Cl)cc2)cc1	-1	-12	-7	4	-2	0.35	-3	1.9	2.0
CCCCCCOC(=O)/C=C/c1c(C)[nH]c(=O)[nH]c1=O	19	0[20 µM]	-3	-17	11	0.94	-16	0.7	2.0
CC(C)CC(=O)Nc1ccc(-c2nnn(CC(=O)NCc3ccco3)n2)cc1	-53	-26	1	-5	19	-0.014	3	0.8	0.6
